PV pol inh: poliovirus RdRp elongation inhibitors, primary screen, biochemical, fluorescence polarization, total intensity. Genome polyprotein (Poliovirus type 1 (strain Mahoney)), P03300. poliovirus polymerase elongation; hits give low values. % elongation, % (compound at 16.7 µg/mL). 0.66% of 150,000 active. AID 588519, 2011; in the data active = % elongation below about 90%; note: some results filed as inactive read as strong as hits
Target sequence (P03300 1749-2209 limits assumed): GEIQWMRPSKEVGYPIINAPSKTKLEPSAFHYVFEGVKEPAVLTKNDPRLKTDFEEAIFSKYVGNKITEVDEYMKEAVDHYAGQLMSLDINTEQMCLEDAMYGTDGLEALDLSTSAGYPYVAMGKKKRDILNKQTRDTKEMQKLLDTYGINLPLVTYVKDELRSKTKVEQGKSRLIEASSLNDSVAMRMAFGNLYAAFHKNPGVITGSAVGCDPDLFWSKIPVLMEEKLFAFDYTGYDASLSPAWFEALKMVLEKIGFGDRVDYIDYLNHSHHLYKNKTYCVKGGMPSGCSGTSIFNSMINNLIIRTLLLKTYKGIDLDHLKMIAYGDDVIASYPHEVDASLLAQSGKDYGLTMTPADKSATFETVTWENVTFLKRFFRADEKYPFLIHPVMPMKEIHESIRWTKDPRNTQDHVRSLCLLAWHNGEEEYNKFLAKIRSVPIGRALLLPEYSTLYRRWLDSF
PV pol inh FP z-score: further read-out of PV pol inh, marked with its call; z-score; measured here: FP z-score; hits read low
Numbers without * were called inactive; & = joins results of further samples. Not all compounds are listed; count on the stated rates, not on these rows.

structure	PV pol inh	PV pol inh FP z-score
CCC(C)[C@@H](CO[C@@H](Cc1ccccc1)C(=O)N[C@@H](CCS(C)(=O)=O)C(=O)OC(C)C)NC[C@@H](N)CS (stereo not given in full)	103.0&99.0	0.4&0.1
Cc1ccc2[nH]c(CSc3nnc(NC(=O)COc4ccccc4Cl)s3)cc(=O)c2c1	103.0	-0.6
O=C(O)C1C2C=CC3(CN(CCCN4CCOCC4)C(=O)C13)O2 (stereo not given)	101.0	0.3
CCC1CCCCN1CCCNC(=O)c1cc2c(s1)CSC2 (stereo not given)	105.0	1.5
CCOC(=O)c1c(C)oc2ccc(OC(=O)N3CCOCC3)cc12	101.0	-0.2
CC(C)CC(=O)Nc1nonc1-c1ccccc1	102.0	0.2
CN(C(=O)COc1cccc(Br)c1)c1ccccc1	101.0	-0.3
Cc1cc(=O)[nH]c2c1cnn2C1CCCCC1	102.0	0.1
N#Cc1ccsc1NC(=O)Cn1cnc2sccc2c1=O	117.0	2.4
O=C1NC(=O)/C(=C\c2ccccc2)N1	100.0	-0.1
Cc1ccc(NNC(=O)c2ccno2)cc1C	104.0	0.6
O=C1CSc2ccc(C(=O)NCCCN3CCCCC3)cc2N1	101.0	-0.4
CCOC(=O)c1c(C)oc(N)c1C(=O)OCC	95.0	-0.7
Cc1ccc(CSc2ncccc2C(F)(F)F)cc1	107.0	0.8
Cc1ccc(NC(=O)CC2C(=O)NC3CCCCC3N2C(=O)c2ccc(F)cc2)cc1C (stereo not given)	101.0	0.3
Cc1nnc(SC(C(=O)N(C)C)c2ccccc2)n1C1CC1 (stereo not given)	102.0	0.3
Cc1cc2ccccn2c1C#N	96.0	-0.8
Cc1cc(C(=O)COC(=O)c2ccc(N)cc2)c(C)n1-c1c(C)n(C)n(-c2ccccc2)c1=O	104.0	0.3
COc1ccc2c(c1)c1c(c(=O)n(Cc3ccccc3)c(=O)n1CC(=O)Nc1cc(C)cc(C)c1)n2C	109.0	0.3
O=C(Cn1c2ccccc2c2cn[nH]c(=O)c21)NCCc1ccc(Cl)cc1	102.0	-0.5
CCOC(=O)c1sc(SCc2ccccc2)c(S(=O)(=O)C(C)C)c1-n1cccc1	100.0	-1.2
Cc1ccc(Oc2ccc(OCC(=O)Nc3ccncc3)cc2)cc1	103.0	0.2
O=C1CNC(=S)N1CCc1cnc[nH]1	102.0	0.2
Cc1ccccc1CNC(=O)Cn1c(=O)c2cccn2c2cccnc21	108.0	0.2
Cc1ccc(NC(=O)c2oc3ccc(S(=O)(=O)N4CCCCC4)cc3c2C)cc1Cl	113.0	0.8

Next part; it opens with the four that closed the last part.
structure	PV pol inh	PV pol inh FP z-score
Cc1ccc(Oc2ccc(OCC(=O)Nc3ccncc3)cc2)cc1	103.0	0.2
O=C1CNC(=S)N1CCc1cnc[nH]1	102.0	0.2
Cc1ccccc1CNC(=O)Cn1c(=O)c2cccn2c2cccnc21	108.0	0.2
Cc1ccc(NC(=O)c2oc3ccc(S(=O)(=O)N4CCCCC4)cc3c2C)cc1Cl	113.0	0.8
Cc1cccc(Nc2nnc(-c3ccc(C)c(S(=O)(=O)N4CCCCC4)c3)c3ccccc23)c1	102.0	-0.4
CC(C)OC(=O)C1=C(N)OC2=C(C(=O)CCC2)C1c1ccccc1F (stereo not given)	103.0	0.4
O=C(CS(=O)(=O)c1cccc2nsnc12)Nc1cc(F)ccc1F	111.0	0.8
CN(C(=O)COC(=O)c1cc2ccccc2cc1O)c1ccccc1	103.0	0.7
O=C(O)/C=C/c1nc2ccccc2s1	101.0	-0.1
CCN(CC)CCNC(=O)c1ccc2c(c1)NC(=O)C(CS(=O)(=O)Cc1cccc(Br)c1)N2 (stereo not given)	105.0	-0.7
COC(=O)c1cc(-c2ccccc2)nc2ccccc12	99.0	-0.6
O=c1oc2ccccc2cc1-c1nnc(-c2cccc3ccccc23)o1	109.0	0.4
COC(=O)c1cc(OCC(=O)N2CC(C)CC(C)C2)cc(C(=O)OC)c1 (stereo not given)	103.0	-0.2
CC(C)NC(=O)c1nc2ccccc2s1	103.0	0.7
CC1=C(C#N)C(c2cccc(Oc3ccccc3)c2)C2=C(CCCC2=O)N1 (stereo not given)	99.0	-0.5
COc1ccc(Cl)cc1NC(=O)c1cc(-c2ccc3c(c2)OCO3)on1	104.0	0.2
CCCCN(Cc1cc2cc(OC)ccc2[nH]c1=O)S(C)(=O)=O	100.0	-0.3
COC(=O)c1ccc(COC(=O)c2ccc3c(=O)n4c(nc3c2)CCCCC4)o1	102.0	0
c1ccc(CCNc2ccccc2)cc1	105.0	0.6
COC(=O)CSc1nnc2c3ccccc3n(CCc3ccccc3)c2n1	96.0	-1.1
COc1ccc(C(=O)Nc2nnc(S(=O)(=O)N(C)c3ccc(C)cc3)s2)cc1	109.0	0.1
O=C(C(=C1NCCN1)n1ccnc1)c1ccc(Cl)cc1	96.0	-0.7
CCOC(=O)c1c(C)oc(NC(=O)c2nn(Cc3ccccc3)c(=O)c3ccccc23)c1C#N	98.0	-0.9
CCOC(=O)c1cc(/C(C)=N/OC(=O)c2ccccc2)on1	102.0	0.1
COC(=O)c1ccccc1NC(=O)c1ccc(COc2cc(C)cc(C)c2)o1	104.0	-0.2
CCN(CC)S(=O)(=O)c1ccc(-c2ccc(C3N=C(N)Nc4nc5ccccc5n43)o2)cc1 (stereo not given)	106.0	-0.1
CN(C)c1ccc(Nc2ncnc3ccc(I)cc23)cc1	102.0	0.5
CCc1cccc(NC(=O)Cn2c(=O)n(Cc3ccccc3)c(=O)c3c(C)c(C(=O)N(C)C)sc32)c1	99.0	-1.5
CN(C)C(=O)c1c(NC(=O)c2ccccc2)sc2c1CCC2	100.0	0

The list goes on:
structure	PV pol inh	PV pol inh FP z-score
CC1(c2ccccc2)CC(C)(C)N(C(=O)c2ccccc2Cl)c2ccccc21 (stereo not given)	101.0	-1.3
CCN1CCN(c2oc(-c3ccc(COc4ccc(C)cc4)o3)nc2C#N)CC1	107.0	0.2
Cc1nnc(NC(=O)c2ccccc2Br)s1	101.0	-0.6
COc1ccccc1N1CCN(C(=O)CCS(=O)(=O)c2cc(Br)cc3c2N(C(C)=O)CC3)CC1	104.0	-0.1
COc1cccc(NC(=O)c2cc(Cl)nnc2Cl)c1	101.0	-0.6
O=C(OCC(=O)c1c[nH]c2ccccc12)c1cccs1	107.0	0.6
CCOC(=O)c1c(C)[nH]c(C)c1S(=O)(=O)N1CCC(C(=O)Nc2ccc(OCC)cc2)CC1	110.0	0.3
O=C(NCC(=O)N1CCCC1)c1ccc(Br)cc1	107.0	-0.3
Cc1cc(C(F)(F)F)nc2c(Br)c(C(C)(C)C)nn12	100.0	-1.2
O=C(OCC(=O)N1CCCCC1)c1ccccc1O	104.0	0.7
CCCCN(C)C(=O)c1cn(C2CCCC2)c(=O)c2c1c1ccccc1n2C	103.0	0.9
C=CCn1c2ccccc2c2nnc(SCc3ccc4nonc4c3)nc21	108.0	0.4
O=C(c1cc2ccccc2oc1=O)N(Cc1cccs1)Cc1cccs1	102.0	0.2
CC12CN(C(=O)Cc3ccccc3)CC(C)(CN(C(=O)Cc3ccccc3)C1)C2=O	101.0	-0.1
C=C(C)CN=C1SC(C(=O)Nc2sc3c(c2C(=O)OC)CCC3)C(N)=C1C(N)=O (stereo not given)	107.0	0.5
CC(C)[C@H](NC(=O)c1ccccc1)C(=O)OCc1nnc(-c2ccccc2)o1	101.0	-0.8
COc1cccc(CC(=O)OCC(=O)c2cccc(Cl)c2)c1	100.0	-0.4
Cc1cccn2cc(CNC(=O)c3ccco3)nc12	104.0	0.7
CC1CCCCN1Cc1nc2c(c(=O)n(C)c(=O)n2C)n1Cc1ccc(Br)cc1 (stereo not given)	108.0	0.7
CC(=O)N(C1=NCCCCS1)c1ccccc1	104.0	0.6
CCOc1ccc(CCNC(=O)CCc2c(C)nc3c(c(C)nn3-c3ccc(C)c(C)c3)c2C)cc1	111.0	1
Cc1ccc(NC(=O)c2ccc(COc3ccccc3Cl)o2)cc1	103.0	-0.3
Cc1ccc(OC(=O)CCc2c(C)nc3ncnn3c2C)cc1	100.0	-0.5
CN(C)c1ccc(C(=O)Nc2ccc(-c3nc4ccccc4o3)cc2)cc1	98.0&100.0	-0.8&0
O=C(Nc1ccc2oc3ccccc3c2c1)C1COc2ccccc2O1 (stereo not given)	102.0	-0.1

(next part)
structure	PV pol inh	PV pol inh FP z-score
NC(=O)c1nc(Nc2ccccc2)sc1NC(=O)c1ccccc1Br	109.0	0.1
CCOc1ccc(NC(=O)CSc2cc(C)c3ccccc3n2)cc1	100.0	-0.4
COc1ccc(-c2cc3ccccn3c2C(=O)c2cccnc2)c(OC)c1	101.0	-0.3
COC(=O)CSc1nnc(-c2ccccc2)o1	103.0	0.2
N#Cc1c(F)cccc1NCCc1ccccn1	106.0	0.5
Cc1cc2ccccc2n1CCNC(=O)c1ccc(F)cc1	106.0	0.1
CCN(CC)S(=O)(=O)c1ccc2c(c1)N(CC(=O)Nc1c(C)cc(C)cc1C)C(=O)C1CCCN21 (stereo not given)	107.0	0.2
COc1cc2c(cc1OC)C(COc1ccccc1OC)N(C(=O)c1ccc(S(=O)(=O)N(C)C)cc1)CC2 (stereo not given)	100.0	-0.4
NC(=O)CSc1nnc(Cc2cc(=O)[nH]c(=O)[nH]2)n1-c1ccccc1	103.0	0.5
c1cn2c3c(n1)CCCc3c1cc(C3CCCCC3)ccc12	89.0	-1
c1ccc(C(Sc2nnc(-c3ccc4c(c3)OCO4)o2)c2ccccc2)cc1	103.0	0.2
CCOC(=O)C(CC)N1CCN(Cc2ccc(F)cc2)C(=O)C1=O (stereo not given)	110.0	0.9
CCC(=O)c1ccc(OC)cc1OC	98.0	-0.7
CN(C)c1ccc(C(C(=O)NCC2CCCO2)N(C(=O)Cn2nnc3ccccc32)c2ccc3c(c2)OCO3)cc1 (stereo not given)	105.0	1
O=C(CSc1nc2c([nH]c3ccccc32)c(=O)n1-c1ccccc1)N1CCCCCC1	108.0	0.3
Cc1ccc(C23CC4CC(CC(C(=O)NN5CCN(CCO)CC5)(C4)C2)C3)cc1	99.0	-1
COc1ccc(Nc2sc(C(=O)c3ccccc3)c(N)c2C(=O)Nc2cc(C)ccc2C)c(OC)c1	104.0	-0.8
NS(=O)(=O)c1ccc(CCNc2ncnc3nc[nH]c23)cc1	101.0	0.1
CCOC(=O)c1cc(C)n(CC2CCC(C(=O)Nc3ccc(C)c(F)c3)CC2)c1C (stereo not given)	105.0	-0.4
Cc1nc2ccccc2n1CCN=Cc1c(O)[nH]c(=O)[nH]c1=O	99.0	-0.2
CN(CCCNCC1CC2C=CC1C2)c1ccccc1 (stereo not given)	98.0	-0.6
CCn1cc(C(=O)N2CCN(c3cccc(Cl)c3)CC2)c(=O)c2cc(S(=O)(=O)N3CCC(C)CC3)ccc21	110.0	1
Cc1ccc(NC(=O)Cn2c(=O)oc3ccccc32)cc1Cl	99.0	-0.8
Cc1cccc(OCc2nc(CC(=O)Nc3ccc(Cl)cc3)cs2)c1	109.0	0.4
CCC(CO)N=Cc1ccc(O)c(OC)c1 (stereo not given)	99.0	-0.9

Carrying on.
structure	PV pol inh	PV pol inh FP z-score
Cc1cc(NC(=O)c2ccc(COC(=O)Cn3cnnn3)cc2)ccc1Cl	103.0	-0.1
CCOC(=O)c1ccc2nc(C(F)(F)F)nc(N3CC(C)OC(C)C3)c2c1 (stereo not given)	103.0	0.2
Cc1ccc2c(COC(=O)CNC(=O)c3ccc(Br)o3)cc(=O)oc2c1	106.0	0.4
O=C(Cc1cccs1)Nc1cccc(C(=O)Nc2ccco2)c1	105.0	0.1
COc1cc(NC2c3ccccc3C(=O)N2c2cc(C)ccn2)cc(OC)c1OC (stereo not given)	103.0	0.6
S=c1[nH]nc(CCn2c3ccccc3c3ccccc32)n1-c1ccccc1	103.0	0.5
Cc1ccc(NC(=O)c2nc(-c3ccncc3)no2)c(Cl)c1	111.0	0.8
Cn1c(=NC(=O)C2CC2)sc2ccc3ccccc3c21	103.0	1.7
N#CC1(N2CCN(C3(C#N)CCCC3)CC2)CCCC1	102.0	0.1
CCCCN(C)c1nnc(NC(=O)Nc2cccc(C(C)=O)c2)s1	104.0	-0.7
CCOc1ccccc1-n1c(SCC(=O)c2ccc3c(c2)OCCO3)nc(O)cc1=O	102.0	0.2
O=C(Nc1nc2ccccc2[nH]1)c1ccccc1	104.0	0.1
CCOC(=O)NC1CCS(=O)(=O)C1 (stereo not given)	100.0	-0.2
O=C(COC(=O)c1cccc(-n2cccc2)c1)NCc1ccccc1	102.0	-0.1
CCOC(=O)c1c(Nc2ccc(OC)cc2)nnc(-c2ccccc2)c1-c1ccccc1	108.0	0.8
Cc1ccc2c(c1)N(C(=O)CCC(=O)NCc1cccs1)CCO2	106.0	-0.3
O=C(NCC1CCN(C2CCCC2)C1)c1cnn2ccccc12 (stereo not given)	100.0	-0.3
CSc1ccc(C2CC(=O)Oc3c2c(=O)n(C)c2ccccc32)cc1 (stereo not given)	104.0	0
CN(C)C(=O)C(Sc1nnc(-c2ccccc2F)n1C)c1ccccc1 (stereo not given)	103.0	0.1
O=C(Oc1coc(CSc2ncccn2)cc1=O)c1ccc(S(=O)(=O)N2CCCC2)cc1	105.0	0.9
C=CCNC(=O)/C(=C/c1ccccc1)c1ccccc1	100.0	-0.2
O=C(C1=C(O)C(=O)N(CCc2ccccc2)C1c1ccncc1)c1cc2ccccc2o1 (stereo not given)	98.0	-1
Cc1cc(=O)oc2cc(OCC(=O)NCc3ccc(Cl)cc3)ccc12	105.0	0.6

Screening results: PubChem BioAssay, ICCB-Longwood Screening Facility, Harvard Medical School
